KB-3-1 cytotox = qHTS assay for MDR1-selective chemotherapeutics: Primary screen using the parental adenocarcinoma cell KB-3-1. Potency, µM (series often up to 46.1 µM), for inactives: at the top dose activity change, negative = cytotoxic, actives largely listed as cytotoxic. 400,000 compounds, 1.4% hits. KB-3-1 viability, CellTiter-Glo ATP luminescence, 72 h; further: potency means the concentration at half of the fitted maximal effect; on the % scale 0 is the no-effect control and ±100 the full control effect; nearly all actives have a fitted effect of over 60% in size
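KB-3-1 parental drug-naive adenocarcinoma cells in DMEM/10% FBS, incubated 72 h at 37 C with pin-transferred compounds across a concentration series. Viability by CellTiter-Glo luminescence; concentration-response curves fitted after normalization.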
SW480 rereplic = A quantitative high throughput screen for small molecules that induce DNA re-replication in SW480 colon adenocarcinoma cells | 340,000 compounds, 1.8% hits | SW480 DNA re-replication, Hoechst DNA content imaging, 48 h | Potency, µM (titrated, usually from 46.1 µM), inactives show top-dose re-replication activation, usual class: activators; further: potency means the concentration at half of the fitted maximal effect; % of control where 0% means no effect; nearly all actives have a fitted effect of over 55% in size
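Treated cells incubate 48 hr (37 C, 5% CO2), are stained 40 min with Hoechst, and nuclear fluorescence is enumerated; a rise in nuclei with high DNA signal marks re-replication.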
KB-V1 MDR tox = qHTS assay for MDR1-selective chemotherapeutics: Primary screen using the drug-selected MDR subline cells KB-V1. 400,000 compounds, 3.4% hits. KB-V1 MDR cells viability, CellTiter-Glo, 72 h. Potency, µM (series often up to 46.1 µM), for inactives: at the highest dose activity change, negative = cytotoxicity, usual class: cytotoxic; further: potency means the concentration at half of the fitted maximal effect; on the % scale 0 is the no-effect control and ±100 the full control effect; nearly all actives have a fitted effect of over 60% in size
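qHTS viability screen in drug-selected KB-V1 MDR cells: 72 h compound treatment at 37 degrees C, ATP luminescence end point.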
ATXN2 expr inh = Primary qHTS for Inhibitors of ATXN expression; Potency, µM (series often up to 57 µM), inactives show at the highest dose activity change, negative = inhibition, hits mostly inhibitors; AID 1745845, 2022; HEK-293 ATXN2-luciferase reporter, luminescence, 24 h; 360,000 compounds, 0.72% hits; further: potency means the concentration at half of the fitted maximal effect; on the % scale 0 is the no-effect control and ±100 the full control effect; nearly all actives have a fitted effect of over 55% in size
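ATXN2-luciferase reporter cells (luciferase flanked by upstream and downstream ATXN2 gene portions) were treated 24 h at 37 °C with compounds at up to 57 uM. SteadyGlo luminescence gave expression; GF-AFC fluorescence gave viability.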
IL-1B inflam inh = qHTS for Inhibitors of Inflammasome Signaling: IL-1-beta AlphaLISA Primary Screen; activity change, % at 57.5 µM; 360,000 compounds, 4.7% hits; THP-1 LPS/ATP IL-1B secretion, AlphaLISA, 16 h; active compounds read low; in the data active means activity change below about -50%; inconclusive means mostly about -30% to -49%; further: on the % scale 0 is the no-effect control and ±100 the full control effect
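THP-1 cells pretreated 1 hr with compounds (up to 57.5 uM final), then stimulated with LPS (250 ng/mL final) plus ATP (1.25 mM final); secreted IL-1B measured by AlphaLISA after 16 hr, decreased signal indicating inhibition.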
MCF10A rerep = A quantitative high throughput screen for small molecules that induce DNA re-replication in MCF 10a normal breast cells | MCF 10A DNA re-replication, Hoechst nuclear intensity, 48 h | Potency, µM (series often up to 46.1 µM), for the others: at the highest dose activity, positive = re-replication, actives largely listed as activators | 350,000 compounds, 2.9% hits; further: potency means the concentration at half of the fitted maximal effect; % of control where 0% means no effect; nearly all actives have a fitted effect of over 50% in size
HT1080 IDH1KD tx = qHTS for induction of synthetic lethality in tumor cells producing 2HG: qHTS for the HT-1080-IDH1KD cell line | HT-1080 IDH1 knockdown viability, ATP luminescence, 48 h | Potency, µM (series often up to 46.1 µM), for inactives: top-dose activity, negative = toxicity, most hits filed as cytotoxic | 360,000 compounds, 2% hits | AID 686971, 2013;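 further: potency means the concentration at half of the fitted maximal effect; 0% = DMSO wells and -100% = cell-free medium wells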
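Cytotoxicity counter-line: IDH1KD HT-1080, 48 h, CellTiter-Glo. Curves classed by r2, magnitude and activity.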
HT1080-NT tox = qHTS for induction of synthetic lethality in tumor cells producing 2HG: qHTS for the HT-1080-NT fibrosarcoma cell line. HT-1080-NT fibrosarcoma viability, CellTiter-Glo ATP luminescence, 48 h. Potency, µM (top dose mostly 46.1 µM), for the others: at the top dose activity, negative = less viability, actives largely listed as cytotoxic. 360,000 compounds, 1.6% hits;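 further: NT is the 2HG producing partner of a matched IDH1 knockdown line; potency means the concentration at half of the fitted maximal effect; 0% = DMSO-treated cells and -100% = media-only wells without cells; nearly all actives have a fitted effect of over 55% in size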
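750 cells/well, RPMI + 5% FBS; 2 h settle, compound pin-transfer, 48 h at 37 degrees C. CellTiter-Glo 10 min RT, luminescence. Normalized to DMSO and media-only wells.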
WRN helicase inh = qHTS for Inhibitors of WRN Helicase. Bifunctional 3'-5' exonuclease/ATP-dependent helicase WRN (Homo sapiens), Q14191. WRN helicase unwinding, fluorescent forked duplex, kinetic. Potency, µM (titrated, usually from 114 µM), for inactives: at the top dose activity change, negative = inhibition, usual class: inhibitors. 360,000 compounds, 0.46% hits. AID 651768, 2012; further: potency means the concentration at half of the fitted maximal effect; on the % scale 0 is the no-effect control and ±100 the full control effect; nearly all actives have a fitted effect of over 55% in size
Target sequence (Q14191 whole entry, looked up): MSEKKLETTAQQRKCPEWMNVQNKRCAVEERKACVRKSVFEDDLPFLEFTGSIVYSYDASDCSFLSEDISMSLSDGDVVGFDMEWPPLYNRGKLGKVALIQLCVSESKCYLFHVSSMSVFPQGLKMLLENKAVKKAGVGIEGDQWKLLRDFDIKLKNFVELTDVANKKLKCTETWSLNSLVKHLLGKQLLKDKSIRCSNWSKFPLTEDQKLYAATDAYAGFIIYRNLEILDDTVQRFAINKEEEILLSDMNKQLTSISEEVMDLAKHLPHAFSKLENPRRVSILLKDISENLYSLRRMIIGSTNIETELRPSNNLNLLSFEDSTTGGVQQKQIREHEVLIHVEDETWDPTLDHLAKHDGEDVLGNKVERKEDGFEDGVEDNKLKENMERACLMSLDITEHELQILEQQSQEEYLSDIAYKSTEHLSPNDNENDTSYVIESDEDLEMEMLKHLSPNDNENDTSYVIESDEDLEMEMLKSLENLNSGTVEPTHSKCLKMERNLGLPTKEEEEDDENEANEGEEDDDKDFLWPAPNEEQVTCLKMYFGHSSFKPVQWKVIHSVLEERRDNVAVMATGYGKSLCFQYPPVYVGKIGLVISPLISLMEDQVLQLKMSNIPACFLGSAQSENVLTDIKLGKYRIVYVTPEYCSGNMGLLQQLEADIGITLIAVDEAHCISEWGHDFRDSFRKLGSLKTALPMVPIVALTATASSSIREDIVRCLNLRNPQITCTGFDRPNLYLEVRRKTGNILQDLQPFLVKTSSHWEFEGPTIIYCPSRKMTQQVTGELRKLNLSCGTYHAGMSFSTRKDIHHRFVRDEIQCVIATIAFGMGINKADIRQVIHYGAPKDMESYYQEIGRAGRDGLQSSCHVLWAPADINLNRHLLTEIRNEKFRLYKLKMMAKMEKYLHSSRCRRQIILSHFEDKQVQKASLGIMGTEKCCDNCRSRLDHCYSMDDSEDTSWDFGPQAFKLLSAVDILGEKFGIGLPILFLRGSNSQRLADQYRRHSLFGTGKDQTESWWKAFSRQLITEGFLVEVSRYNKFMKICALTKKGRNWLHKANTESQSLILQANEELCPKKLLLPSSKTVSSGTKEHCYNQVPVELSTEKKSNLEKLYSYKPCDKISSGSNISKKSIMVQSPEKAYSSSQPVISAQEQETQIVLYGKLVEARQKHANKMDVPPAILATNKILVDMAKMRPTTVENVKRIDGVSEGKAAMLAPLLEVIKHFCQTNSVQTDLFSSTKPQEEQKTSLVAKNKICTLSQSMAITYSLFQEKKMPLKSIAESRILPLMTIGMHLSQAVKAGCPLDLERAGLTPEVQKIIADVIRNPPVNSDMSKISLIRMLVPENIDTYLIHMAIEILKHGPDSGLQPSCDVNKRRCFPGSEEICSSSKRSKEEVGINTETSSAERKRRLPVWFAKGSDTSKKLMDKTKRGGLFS
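Fluorescence dequenching readout, ex 525 nm/em 598 nm, kinetic mode: forked duplex DNA (100 nM final) with adjacent fluorophore and quencher unwound by WRN (20 nM final) with 2 mM ATP. Compound preincubation 15 min, room temperature.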
Starred values were filed as active, the others as inactive; u = inconclusive; x = no result given; [ ] = another dose, or the depositor's remark. Unless noted, the call rests on the fitted dose curve; in most records, active means well fitted curve in the direction sought with a large enough effect; inconclusive means small, poorly fitted or top-dose-only effect, or another doubt; inactive means no such curve, though single readings can be large; an effect the other way counts as inactive or inconclusive.

SMILES	KB-3-1 cytotox	SW480 rereplic	KB-V1 MDR tox	ATXN2 expr inh	IL-1B inflam inh	MCF10A rerep	HT1080 IDH1KD tx	HT1080-NT tox	WRN helicase inh
Cn1c(=O)c(C(=O)CN2CCCc3ccccc32)c(N)n(Cc2ccccc2)c1=O	0%	-3%	1%	-2%	-10	8%	-11%	-8%	-4%
CC1CCN(S(=O)(=O)c2ccc3ncn(CC(=O)N(C)Cc4ccccc4)c(=O)c3c2)CC1	0%	-5%	-3%	3%	9	6%	-29%	-3%	5%
Cc1ccc(S(=O)(=O)N(C)c2ccc(C(=O)Nc3c(C)n(C)n(-c4ccccc4)c3=O)cc2)cc1	-3%	104%[1.84 µM]	4%	-16%	12	-3%	2%	0%	0%
O=C(O)c1ccc(N2C(=O)CC(N3C(=O)/C(=C/c4ccc(Cl)cc4)SC3=S)C2=O)cc1 (centres undefined)	10%	-7%	4%	x	-12	0%	12%	2%	2%[11.6 µM]
CC(=O)N1CCN(C(=O)CNC(=O)c2ccc(C)s2)CC1	19%	-5%	1%	-1%	4	-2%	8%	8%	16%
O=C(Nc1cccc(C(F)(F)F)c1)c1cccnc1N1CCN(c2ccccc2)CC1	-3%	0%	u	-8%	-77*	u	-2%[9.24 µM]	u	-7%[57.1 µM]
CCOC(=O)C1=CCC(c2ccccc2)N(S(=O)(=O)c2ccc(C)cc2)[C@H]1CC (some centres undefined)	u	x	u	x	10	x	-30%	-25%	-5%
O=C(c1ccco1)N1CCN(C(=S)Nc2cccc([N+](=O)[O-])c2)CC1	9%	u	-23%	-34%	u	-2%	-29%	-26%	0%
Oc1ccccc1CNc1ccc(Br)cn1	-2%	0%	3%	64%[activator]	-114*	u	12µM*	10µM*	-11%
O=C1OCCN1CC(=O)N1CCc2c([nH]c3ccccc23)C1c1ccccn1 (centres undefined)	3%	-7%	u	12%	43	-4%	2%	3%	3%
COCCn1nnnc1C(c1cccc(C(F)(F)F)c1)N1CCN(Cc2ccccc2)CC1 (centres undefined)	-7%	8%[9.22 µM]	-5%	-5%	-24	-33%[inhibitor]	-10%	-3%	-1%
Cc1ccc(NC(=O)C2=C(C(=O)O)CCCC2)cc1Br	-1%	8.2µM*	18%	-1%	-5	5%	8%	17%	-24%
CCN(CC)C(=O)COC(=O)c1ccc(O)cc1	0%	-1%	-9%	0%	22	3%	-5%	-3%	0%
C=CCNC(=S)Nc1ccc(F)cc1F	-17%	14%	-22%	x	-4	9%	-2%	1%	5%
Cc1ccc(C)c(S(=O)(=O)Nc2ccc(C(=O)N3CCCCC3)cc2)c1	19%	3%	u	5%	-3	8%	-6%	1%	-5%
C=CCN(C(C)=O)C1CC(=O)N(c2ccc(OCCC)cc2)C1=O (centres undefined)	10%	-4%	20%	-11%	19	0%	18%	23%	1%
CCc1cccc(NC(=O)Cn2cc3c(n2)CCCC3)c1	23%	-1%	-22%	7%	31	-1%	9%	5%	-3%
COc1cccc(NC(=O)CN(C)C(=O)c2ccc3c(c2)C(=O)N(CCC(C)C)C3=O)c1	4%	-16%	-4%	10%	21	2%	0%	-2%	-3%
O=c1cc(CN2CCc3ccccc32)c2ccc(O)cc2o1	-15%	u	0%	-14%	21	u	-16%	2%	-4%
O=C(NCCOC(=O)c1ccc(Cl)c(S(=O)(=O)N2CCCCC2)c1)c1ccncc1	1%	1%	-18%	2%	6	4%	-2%	-3%	-6%
Cc1ccnc(NC(=O)c2ccc3c(c2)OCO3)c1	16µM*	-19%	18µM*	-27%	-29	0%	u	u	9%
CC1Cc2ccccc2N1C(=O)CN(C)S(=O)(=O)c1cccc2cccnc12 (centres undefined)	-10%	-6%	7%	-7%	-3	26%	6%	5%	-1%
COC(=O)Cc1ccc(NC(=O)c2ccc(Br)o2)cc1	3%	0%[9.22 µM]	-11%	35%[activator]	-17	-2%	-4%	1%	0%
O=C(NC1CCCCCC1)C1c2ccccc2C(=O)N1Cc1cccs1 (centres undefined)	-3%	3%	u	-3%	-10	-2%	0%	5%	-8%
O=C(CCC1CCCC1)N1CCC(N2CCN(c3ccccc3)CC2)CC1	9%	1%	2%	-11%	8	6%	1%	4%	2%
SMILES	KB-3-1 cytotox	SW480 rereplic	KB-V1 MDR tox	ATXN2 expr inh	IL-1B inflam inh	MCF10A rerep	HT1080 IDH1KD tx	HT1080-NT tox	WRN helicase inh
CN(C(=O)COC(=O)CCC(=O)c1ccc(F)cc1)C1CCCCC1	-3%	-6%	26%	2%	23	2%	0%	0%	-3%
CCOc1ccc(CCNC(=O)c2nn(C)c3c2CS(=O)(=O)c2ccccc2-3)cc1	-2%	-1%	-2%	x	-3	0%	0%	-7%	-4%
Cc1nc(-c2ccc3c(c2)OCCO3)cs1	3%	-9%	9%	60%[activator]	-13	-1%	-2%	4%	-6%
C=CCCC(=O)NC1CCCc2c1cnn2-c1ccccc1F (centres undefined)	10%	7%	0%	0%	79	0%	-8%	-7%	5%
COc1ccc(CCNC(=O)c2cc(-c3cc(Cl)cc(Cl)c3)oc2C)cc1	-1%	11%	-24%	-19%	-8	u	-1%	-6%	-9%
CCCCCOc1ccc(CSc2ncn[nH]2)cc1	-9%	13%	3%	31%[activator]	-3	16%	u	-15%	-6%
Cc1ccc(S(=O)(=O)NCC(=O)N2CCCCC2)cc1	3%	-10%	3%	3%	10	u	10%	3%	5%
CC1CC(C)CN(C(=O)c2cccc(N3C(=O)c4ccccc4C3=O)c2)C1 (centres undefined)	-1%	-8%	-7%	x	-2	-9%	-1%	-9%	3%
CCOC(=O)c1ccc(NC(=O)NCCc2cnc[nH]2)cc1	11%	u	u	8%	30	-13%	-14%	0%	14%
CCc1nc(-c2ccc(C)nc2OC)no1	1%	-4%	-10%	5%	-3	2%	-3%	-5%	2%
Cc1nc(Cl)c(C#N)cc1-c1ccccc1	-1%	-3%	-3%	2%	-6	-1%	-1%	-3%	6%
Cc1csc2nc(CSc3nc4ccccc4o3)c(Br)n12	-23%	1%	0%	51%[activator]	10	u	u	-15%	-3%
Cc1ccc(N2C(=O)CN=C2Nc2nc(C)cc(C)n2)cc1	-3%	-4%	-8%	-1%	18	0%	14%	16%	3%
CN(C)c1nc(OCCNC(=O)Nc2ccccc2)nc(N2CCOCC2)n1	0%	5%	-18%	x	-10	-4%	-5%	-6%	0%
CC(C)c1nc(SCC(=O)Nc2ccc([N+](=O)[O-])cc2Br)n[nH]1	3%	-5%	u	11%	34	-1%	-18%	-7%	-4%
Cc1ccc(-c2csc(NC(=O)Cc3ccc(F)cc3)n2)o1	-3%	-1%	u	-14%	-65*	1%	6%	6%	-33%
Cc1cc2c3c(c1)C1(C(=O)N3C(C)(C)CC2C)C(C#N)=C(N)OC2=C1C(=O)CC(C)(C)C2 (centres undefined)	0%	-2%	-12%	-2%	-16	1%	-9%	-6%	-1%
O=C(/C=C/c1ccccc1Cl)N(c1ccccn1)C1CCCCC1	11%	-3%	u	4%	0	-7%	27%	u	-4%
CCOC(=O)c1cc2c(ccn2C)n1CC(=O)N1CCCC(C)C1 (centres undefined)	-2%	-13%	-4%	-6%	-8	1%	22%	17%	-6%
CCOc1ccc(S(=O)(=O)Nc2nccs2)cc1	-1%	10%	-7%	-16%	-2	u	-2%	-3%	-23%
COc1ccc(Cn2c(=O)cc(N)n(-c3ccccc3C)c2=O)cc1	u	15µM*	-21%	0%	x	u	16µM*	21µM*	4%
N#C/C(=C\c1ccccc1[N+](=O)[O-])c1nc(C2CC2)cs1	-10%	1%	-24%	24%	-78*	4%	-24%	-8%	-24%
CCOCCn1c(CN2CCN(c3ccc(OC)cc3)CC2)nc2c1c(=O)n(C)c(=O)n2C	2%	-3%	12%	-11%	10	3%	0%	-3%	2%
Cc1cc(S(=O)(=O)N2CCC(N3CCCCC3)CC2)ccc1-n1cnnn1	-2%	1%	-4%	6%	-1	0%	1%	-6%	-12%
CCC(C)n1c(=N)c(C#N)cc2c(=O)n3ccccc3nc21 (centres undefined)	16%	u	-6%	4%	-16	u	2%	1%	0%
CN1CCN(CCCNC(=O)CCN2C(=O)COc3ccccc32)CC1	16%	-30%	0%	5%	9	11%	8%	4%	0%
COc1ccccc1NS(=O)(=O)c1ccc(C)c(C(=O)Nc2cc(C)on2)c1	x	7%	x	0%	-5	-9%	-1%	3%	-13%

Two entries from above in another layout:
mol: CCc1nc(-c2ccc(C)nc2OC)no1
  KB-3-1 cytotox = 1%	SW480 rereplic = -4%	KB-V1 MDR tox = -10%	ATXN2 expr inh = 5%	IL-1B inflam inh = -3	MCF10A rerep = 2%	HT1080 IDH1KD tx = -3%	HT1080-NT tox = -5%	WRN helicase inh = 2%

mol: Cc1nc(Cl)c(C#N)cc1-c1ccccc1
  KB-3-1 cytotox = -1%	SW480 rereplic = -3%	KB-V1 MDR tox = -3%	ATXN2 expr inh = 2%	IL-1B inflam inh = -6	MCF10A rerep = -1%	HT1080 IDH1KD tx = -1%	HT1080-NT tox = -3%	WRN helicase inh = 6%
